CHO-K1 Ca antag: nonselective inhibitor or artifact in parental CHO-K1 cells. ATP-induced calcium, Fluo-8 fluorescence. inhibition, % at 3 µM. hit rate 0.6% among 360,000. AID 602250;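 active = inhibition above a per-plate cutoff, the plate's mean sample inhibition plus 3 SD, cut at about 24% in these data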;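 note: 0% = DMSO plus EC80 ATP and 100% = DMSO alone without ATP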
CHRM1 agonist: agonists of human M1 muscarinic receptor; CHO-K1 hM1, Fluo-8 calcium fluorescence, agonist mode; 0% DMSO, 100% acetylcholine EC100; P11229; activation, % at 3 µM; hit rate 0.33% among 360,000; AID 588814;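 active = activation above the run's mean compound activation plus 3 SD, cut at about 16% in these data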;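 note: peak over basal fluorescence ratio within a 140 s kinetic read after compound addition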
M1 antag: human CHRM1 antagonism. CHO-K1 hM1, Fluo-8 calcium fluorescence, ACh EC80 antagonist. inhibition, % at 3 µM. hit rate 1.3% among 360,000. P11229. AID 588852;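 active = percent inhibition above its own plate's cutoff, namely the mean of that plate's compound wells plus 3 SD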;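 note: peak over basal fluorescence ratio during 140 s after agonist addition; 0% = ACh EC80 plus DMSO and 100% = DMSO alone without agonist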
CHO parental Ca: counter-screen: ATP calcium response change in parental CHO cells. parental CHO-K1, ATP-induced calcium, Fluo-8 fluorescence. inhibition, % at 5.6 µM. hit rate 0.63% among 330,000. AID 463079;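 active = inhibition above that plate's mean sample inhibition plus 3 SD, cut at about 26% in these data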;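 note: 0% = ATP-challenged DMSO wells and 100% = DMSO wells without ATP; some compounds past the cut are filed as inactive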
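Test system: parental CHO cells; detection: calcium-sensitive Fluo-8 fluorescence; evaluation: percent inhibition of calcium signal; also added: ATP as calcium-mobilizing challenge; repeats: one well per compound; control set: ATP-challenged DMSO wells low, unchallenged DMSO wells high; compound: single nominal dose of 5.6 µM per compound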
OXTR potentiate: potentiators of human oxytocin receptor. hit rate 0.061% among 320,000. CHO-OTR cells, Fluo-8 calcium fluorescence, potentiator mode; 0% = oxytocin EC15, 100% = EC100. activation, % at 3 µM. P30559. AID 2445;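 active = activation above that plate's cutoff, the mean activation of tested compounds plus 3 SD, cut at about 6.6% in these data, passing the limit was not always enough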;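 note: 100% uses oxytocin at 75 nM as the full agonist control; some results filed as inactive read as strong as hits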
Target sequence (P30559 whole entry, looked up): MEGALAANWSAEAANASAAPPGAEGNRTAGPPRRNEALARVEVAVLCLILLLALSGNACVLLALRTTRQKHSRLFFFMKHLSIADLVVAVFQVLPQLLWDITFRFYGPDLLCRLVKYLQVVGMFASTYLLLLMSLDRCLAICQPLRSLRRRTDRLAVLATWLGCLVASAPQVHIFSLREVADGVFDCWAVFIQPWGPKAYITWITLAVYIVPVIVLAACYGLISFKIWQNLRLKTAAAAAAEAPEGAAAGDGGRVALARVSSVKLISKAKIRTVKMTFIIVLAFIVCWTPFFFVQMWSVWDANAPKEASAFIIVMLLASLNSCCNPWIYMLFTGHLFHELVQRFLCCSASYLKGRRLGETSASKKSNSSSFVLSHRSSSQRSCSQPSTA
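Replication – single well per compound, singlicate · Assay system – CHO cell line stably expressing human OTR · Timing – 6 min pre-incubation, 100 s read · Measure – normalized max/min fluorescence ratio, % activation · Doses – 3.0 µM, one dose · Detection – Fluo-8 calcium dye fluorescence · Probe or stimulus – oxytocin near EC15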
TAAR1 antagonist: antagonists of human TAAR1; Q96RJ0; CHO RD-HGA16 TAAR1, Fluo-8 calcium fluorescence, antagonist; inhibition, % at 3 µM; hit rate 1.5% among 360,000; AID 624466;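 active = inhibition above a per-plate cutoff, the mean inhibition of test compounds on that plate plus 3 SD, cut at about 49% in these data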;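 note: 0% = DMSO plus EC80 beta-PEA response and 100% = DMSO alone without agonist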
Target sequence (Q96RJ0 whole entry, looked up): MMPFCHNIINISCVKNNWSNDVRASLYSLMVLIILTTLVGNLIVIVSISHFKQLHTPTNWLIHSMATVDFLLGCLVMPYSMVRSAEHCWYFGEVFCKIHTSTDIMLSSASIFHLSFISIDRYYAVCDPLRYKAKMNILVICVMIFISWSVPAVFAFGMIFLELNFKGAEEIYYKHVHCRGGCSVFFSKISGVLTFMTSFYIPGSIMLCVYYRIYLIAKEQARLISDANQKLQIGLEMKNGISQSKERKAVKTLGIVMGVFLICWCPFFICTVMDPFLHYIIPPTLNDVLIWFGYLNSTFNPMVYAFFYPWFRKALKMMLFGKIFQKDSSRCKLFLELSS
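Material: CHO RD-HGA16 cells bearing hTAAR1; compound dosing: one-point dosing, 3 µM nominal final; schedule: dye loading 75 min at 37 °C, then 30 min room temperature; measured by: calcium fluorescence with Fluo-8; control set: vehicle and agonist controls; replication: n of 1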
CHO-K1 Ca ag: nonselective activator or artifact in parental CHO-K1 cells; AID 602248; Fluo-8 calcium fluorescence; scaled to maximal ATP response, vehicle zero; hit rate 0.48% among 360,000; activation, % at 3 µM; in the data active = activation above about 15%;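 note: untransfected CHO-K1 host cells lacking M1 receptor as counterscreen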
TAAR1 agonist: agonists of human TAAR1; Q96RJ0; CHO RD-HGA16 TAAR1, Fluo-8 calcium fluorescence; vehicle wells 0%, saturating PEA agonist 100%; activation, % at 3 µM; hit rate 0.99% among 360,000; AID 624467;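 active = activation above the mean activation of all test compounds in the run plus 3 SD, cut at about 38% in these data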
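Test system: RD-HGA16 (CHO) cells co-expressing Gα16 and hTAAR1 / Benchmarks: DMSO vehicle as 0%, PEA at EC100 as 100% / Repeats: no replicates (n 1) / Measure: % activation from peak over basal fluorescence ratio, DMSO-to-PEA scaled / Timing: 17-24 h plating, Fluo-8 75 min 37 °C, 30 min RT / Technique: kinetic Fluo-8 calcium fluorescence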
CHO-K1 Ca PAM: M1 PAM counterscreen hit in parental CHO-K1 cells; AID 602247; ATP EC20, Fluo-8 calcium fluorescence; 0% at ATP EC20, 100% at ATP max; activation, % at 3 µM; hit rate 0.02% among 360,000;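 active = activation above the run cutoff, the mean activation of all test compounds plus 3 SD, cut at about 40% in these data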;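 note: peak over basal fluorescence ratio in a 140 s read after ATP addition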
Starred values were filed as active, the others as inactive; x = no result given. Not a hit list; overall some 4.2% were active at least once.

SMILES | CHO-K1 Ca antag | CHRM1 agonist | M1 antag | CHO parental Ca | OXTR potentiate | TAAR1 antagonist | CHO-K1 Ca ag | TAAR1 agonist | CHO-K1 Ca PAM
CCN(C(=O)c1ccc2c(=O)n3c(nc2c1)CCCCC3)c1ccccc1C | -10 | -4 | 0 | -20 | -4 | 7 | 3.0 | 2 | 4
CC(C)Nc1ncnc2[nH]ncc12 | -19 | -2 | -7 | x | x | 7 | 1.5 | 2 | 14
O=C(NCCOC(=O)c1ccc([N+](=O)[O-])cc1)c1cccnc1 | 1 | -4 | 12 | 2 | -1 | 8 | 1.8 | 6 | -5
Cc1cc(OCC(=O)N2CCC(C(=O)O)CC2)c2c(C)c(C)c(=O)oc2c1 | -5 | -2 | -9 | 2 | 0 | -18 | 1.1 | 0 | 18
Cc1cc(Cl)ccc1NC(=S)NCCc1ccc(Cl)cc1 | 25* | -2 | 22 | 4 | -20 | -5 | 1.8 | 2 | -9
Cc1ccc(NS(=O)(=O)c2ccccc2Cl)c2c1CC(C)(C)O2 | -13 | -3 | -8 | -30 | -7 | 13 | 0.0 | -2 | 21
CC(OC(=O)C1CCCC1)C(=O)Nc1ncc(Cl)cc1Cl (stereo not drawn) | -5 | -2 | 5 | -12 | 0 | -1 | 0.3 | 18 | -6
CCCCOc1ccc(C(=O)NCCc2ccccc2)cc1 | -17 | -6 | -10 | -9 | -4 | -18 | 0.4 | -3 | 17
CN(C)CCOc1ccccc1-c1ccccc1 | 2 | -6 | 45* | -7 | -9 | 7 | 0.1 | 9 | 4
CN(C(=O)COC(=O)C1CCN(S(=O)(=O)c2c(Cl)cccc2Cl)CC1)C1CCCCC1 | -3 | -1 | -3 | -12 | -18 | 18 | 8.5 | 11 | -4
CCOC(=O)c1ccc2c(c1)[n+](CC)c(C)n2-c1ccccc1 | 2 | -13 | -4 | 6 | -6 | 8 | 0.3 | 8 | 16
O=C(Cn1ncc(Cl)c(Cl)c1=O)NC1CCCCC1 | -9 | -4 | 0 | -13 | 0 | -16 | -0.3 | 6 | 14
CCc1ccccc1N(CC(=O)N1CCCCCC1)S(C)(=O)=O | -14 | -7 | -11 | 8 | -5 | -6 | 1.1 | 2 | 21
CCCOCCOC(=O)C1=C(C)NC(=O)NC1c1cc(Cl)c(O)c(OC)c1 (stereo not drawn) | -4 | 0 | -19 | -1 | -2 | -7 | 0.9 | 16 | 15
Cc1cc(C)cc(OCC(=O)OCC(=O)N(C)CC(=O)Nc2ccc(F)cc2)c1 | 5 | -2 | -5 | 0 | -3 | -7 | 12 | 1 | -3
O=[n+]1cc(-c2ccc(Cl)cc2)n([O-])c2c1CCCCC2 | 1 | -4 | -5 | -8 | -3 | -9 | -0.1 | 7 | 10
Cn1c2c(c(=O)n(C)c1=O)C1c3ccccc3OCC1C(C)(C)O2 (stereo not drawn) | -4 | -2 | 5 | -8 | -5 | -5 | -0.1 | -1 | -2
Clc1ccc(-c2ccc(/C=N/Nc3nncc(-c4ccccc4)n3)o2)cc1 | -10 | -2 | -2 | -14 | -4 | 22 | 0.2 | 0 | 17
COc1cc(OC)cc(N(C(=O)CNC(=O)c2ccco2)C(C(=O)NCC2CCCO2)c2ccccc2)c1 (stereo not drawn) | -2 | 0 | 17 | -18 | -11 | 52* | 6.2 | 15 | -1
CC1=NN(c2ccccc2)C(=O)C1=C(C)C | -8 | -6 | -3 | 0 | -5 | 4 | 3.2 | 8 | 11
CC(C)(C)C(=O)Nc1ccnn1C1CCN(C(=O)c2ccc(Cl)cc2F)CC1 | -5 | -2 | -5 | -7 | 2 | -12 | 0.0 | 2 | -1
O=C(NC1CS(=O)(=O)CC1NCc1ccco1)c1ccccc1 (stereo not drawn) | -4 | -3 | -14 | -9 | 0 | 5 | -0.1 | 9 | 6
CC(C)(C)c1nc(SCC(=O)NC2CCCC2)c2ccccc2n1 | -20 | -2 | -9 | -36 | 4 | -26 | -0.7 | 3 | -7
COc1cc(/C=N/N(C)C)cc(Br)c1O | -6 | -1 | -24 | -8 | -4 | -25 | 0.6 | 1 | 1

An excerpt taken from the entries so far, for reference:
SMILES | CHO-K1 Ca antag | CHRM1 agonist | M1 antag | CHO parental Ca | OXTR potentiate | TAAR1 antagonist | CHO-K1 Ca ag | TAAR1 agonist | CHO-K1 Ca PAM
CCN(C(=O)c1ccc2c(=O)n3c(nc2c1)CCCCC3)c1ccccc1C | -10 | -4 | 0 | -20 | -4 | 7 | 3.0 | 2 | 4
CC(C)Nc1ncnc2[nH]ncc12 | -19 | -2 | -7 | x | x | 7 | 1.5 | 2 | 14
O=C(NCCOC(=O)c1ccc([N+](=O)[O-])cc1)c1cccnc1 | 1 | -4 | 12 | 2 | -1 | 8 | 1.8 | 6 | -5
Cc1cc(OCC(=O)N2CCC(C(=O)O)CC2)c2c(C)c(C)c(=O)oc2c1 | -5 | -2 | -9 | 2 | 0 | -18 | 1.1 | 0 | 18
Cc1cc(Cl)ccc1NC(=S)NCCc1ccc(Cl)cc1 | 25* | -2 | 22 | 4 | -20 | -5 | 1.8 | 2 | -9
Cc1ccc(NS(=O)(=O)c2ccccc2Cl)c2c1CC(C)(C)O2 | -13 | -3 | -8 | -30 | -7 | 13 | 0.0 | -2 | 21
CC(OC(=O)C1CCCC1)C(=O)Nc1ncc(Cl)cc1Cl (stereo not drawn) | -5 | -2 | 5 | -12 | 0 | -1 | 0.3 | 18 | -6
CCCCOc1ccc(C(=O)NCCc2ccccc2)cc1 | -17 | -6 | -10 | -9 | -4 | -18 | 0.4 | -3 | 17

Next part.
SMILES | CHO-K1 Ca antag | CHRM1 agonist | M1 antag | CHO parental Ca | OXTR potentiate | TAAR1 antagonist | CHO-K1 Ca ag | TAAR1 agonist | CHO-K1 Ca PAM
CC(C)CSc1nc2c(c(=O)[nH]c(=O)n2C)n1CC(O)COc1cccc2ccccc12 (stereo not drawn) | -23 | -3 | -3 | x | x | 20 | 1.1 | 28 | 27
COc1ccc(CCNc2ccc(C(CC(N)=O)NC(=O)c3ccc(Br)cc3)cc2[N+](=O)[O-])cc1 (stereo not drawn) | -23 | -2 | -7 | -4 | 2 | 14 | -0.3 | 1 | 23
COc1ccc(N(CC(O)CN2CCOCC2)S(=O)(=O)c2ccc(C)cc2)cc1 (stereo not drawn) | -10 | -7 | 2 | -15 | -8 | 7 | 1.1 | -2 | 8
CCCS(=O)(=O)NC(=O)C1(C)CCN(C(=O)c2ccc3ccccc3c2)C1 (stereo not drawn) | 2 | -2 | -12 | x | x | x | 0.1 | x | -3
COc1cc(NC(=O)c2cccs2)c(C(=O)OCC(=O)NC(=O)NCc2ccccc2)cc1OC | -17 | -3 | -16 | -19 | -7 | 26 | 0.9 | 5 | 25
O=C(NC1CCCc2ccccc21)C1CCC(CNc2c(N3CCOCC3)c(=O)c2=O)CC1 (stereo not drawn) | 8 | -2 | 1 | -8 | 1 | -7 | 0.3 | 2 | 8
CC(=NCCN1CCN(C(C)=C2C(=O)c3ccccc3C2=O)CC1)C1=C(O)CC(C)(C)CC1=O | -15 | -9 | -18 | -23 | 4 | 8 | -0.4 | 0 | 18
CCc1nc(-c2ccc(OC)c(OC)c2)cc2cc(OC)c(OC)cc12 | 10 | -2 | 1 | -11 | 4 | 0 | 0.8 | -1 | -2
CC(C)OC(=O)CSc1nc(N)c(C#N)c(-c2cccs2)c1C#N | 7 | -1 | 20 | 18 | -10 | 33 | 5.7 | 19 | 1
COc1cccc(CNC(=O)CCNC(=O)C2CCN(S(=O)(=O)c3ccc(F)cc3)CC2)c1 | -12 | -2 | 1 | -3 | -1 | -6 | 1.4 | 0 | 7
N#Cc1cn(CC(=O)NCCc2c[nH]c3ccccc23)c2ccccc12 | -12 | 1 | 15 | 3 | -21 | 21 | 2.9 | 18 | -4
CCOc1ccc(CNC(=O)C(CC)n2nc(C)n3c(cc4occc43)c2=O)cc1OC (stereo not drawn) | -7 | -4 | -6 | -7 | 1 | 0 | 1.1 | 0 | 4
CS(=O)(=O)N(CCc1ccccc1)CC(=O)NCc1cccnc1 | -10 | 0 | -21 | -10 | -3 | 10 | 0.6 | 14 | 21
N#Cc1cnn2c(C(F)(F)F)c3c(nc12)CCCC3 | -2 | -3 | 2 | -7 | -4 | 17 | -0.1 | 0 | 19
O=C(c1cccc(-c2ccc(O)cc2)c1)N1CCOCC1 | -1 | -2 | -5 | -7 | 0 | 15 | 0.4 | 1 | 9
O=C(Nc1ccc(NC(=O)c2cccnc2)cc1)c1ccccc1 | 13 | -3 | -3 | -2 | -2 | 4 | -0.1 | -2 | -13
COC(=O)C1CCN(C(=O)C2CCN(C(=O)[C@H](C)NS(=O)(=O)c3ccc(C)cc3)CC2)CC1 | 5 | -5 | 6 | -5 | -2 | -2 | 0.1 | 0 | -7
CCOC(=O)c1nnn(-c2nonc2N)c1CN1CCCCCC1 | -8 | -5 | -13 | 2 | -4 | -7 | 1.2 | 12 | 29
O=C(Oc1ccc(Br)cc1C(=S)N1CCOCC1)c1cccc([N+](=O)[O-])c1 | 1 | 0 | -5 | -16 | -9 | 3 | -0.3 | -1 | 2
COc1ccc(NC(=O)COC(=O)Cc2ccc(Br)cc2)cc1 | -5 | -9 | -10 | -18 | -5 | 16 | 0.7 | 3 | 20
COc1cc(C)c(NC(=O)COc2ccc3c(c2)OCO3)cc1C | -11 | -1 | -2 | -14 | 0 | -4 | 3.7 | 0 | 0
CCC(=O)c1ccc(OCC(O)CNCCc2ccc(Cl)cc2)cc1 (stereo not drawn) | -5 | -2 | -15 | 3 | -13 | 9 | 15* | 27 | 13
Cc1ccc(NS(=O)(=O)c2ccc(NC(=O)C3CC3)cc2)cc1C | 1 | 7 | 10 | x | x | 7 | 14 | 16 | -6
O=C(NCCOc1ccccc1)C1CCCCC1 | -9 | -1 | -13 | -2 | -3 | -6 | 0.6 | 5 | 6
CCCCn1cnc2c(oc3nc4c(cc32)CCCC4)c1=O | -4 | -4 | -3 | 6 | -5 | -13 | 1.0 | 10 | 12
Cc1ccc(-c2noc(C3CCCN(S(=O)(=O)c4ccc(S(=O)(=O)N(C)C)cc4)C3)n2)o1 (stereo not drawn) | -23 | -4 | -9 | -13 | -11 | 4 | 1.8 | 6 | 18
